RAM network inh = yeast RAM network inhibition; S. cerevisiae dse1pr::URA3 reporter, 5-FOA growth OD615, 2 d; analog-sensitive cbk1-as2 kinase mutant strain; actives 1.8% (n = 190,000); AID 868; inhibition, % at 50 µM;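 active = inhibition above a set limit, 3 SD over mean compound inhibition, cut at about 8.4% in these data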;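 note: 0% = DMSO-only wells with no growth and 100% = 10 µM 1-NA-PP1 full growth; inhibition rescues growth on 5-FOA so higher OD means more RAM inhibition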
S1P3 antagonist = blocks the human S1P3 receptor | inhibition, % at 4.98 µM | Q99500 | CHO S1P3 NFAT-BLA reporter, FRET fluorescence, antagonist mode | actives 0.27% (n = 170,000) | AID 485;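 active = inhibition above the plate cutoff, the mean inhibition of test wells on that plate plus 3 SD, cut at about 28% in these data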;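 note: cells challenged with S1P at its EC80 of 0.8 µM; blue over green emission ratio from cleaved BLA substrate after 4 h stimulation; 0% = S1P-stimulated wells and 100% = unstimulated DMSO-only wells; some compounds past the cut are filed as inactive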
Target sequence (Q99500 whole entry, looked up): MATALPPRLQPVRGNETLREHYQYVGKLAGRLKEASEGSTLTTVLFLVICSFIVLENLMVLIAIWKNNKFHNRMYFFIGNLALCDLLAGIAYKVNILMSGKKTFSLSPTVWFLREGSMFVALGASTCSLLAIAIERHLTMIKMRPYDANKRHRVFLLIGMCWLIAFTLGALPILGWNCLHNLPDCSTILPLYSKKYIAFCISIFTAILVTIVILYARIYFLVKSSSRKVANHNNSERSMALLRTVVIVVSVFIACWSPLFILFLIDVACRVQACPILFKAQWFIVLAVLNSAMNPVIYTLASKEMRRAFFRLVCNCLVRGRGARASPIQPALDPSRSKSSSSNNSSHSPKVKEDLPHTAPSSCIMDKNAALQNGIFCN
TNAP inh noacc = TNAP (human) inhibition, acceptor-free conditions; P05186; purified TNAP, CDP-star luminescence, 30 min; inhibition, % at 20 µM; actives 0.26% (n = 200,000); AID 1012;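 active = tissue-nonspecific alkaline phosphatase inhibition above about 50% at 20 µM in the single-dose screen, limit read from the data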;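 note: 0% = DMSO negative control and 100% = EDTA positive control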
Hsp70 activator = switches on Hsp70 transcription. HeLa Hsp70 promoter luciferase reporter, luminescence; scaled: vehicle 0, proteasome-inhibitor control 100%. activation, % at 10 µM. actives 0.04% (n = 200,000);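 active = activation above the mean across all tested compounds plus 3 SD, cutoff set per campaign, cut at about 5.5% in these data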;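 note: 100% = MG132 at 30 µM as the positive control and 0% = DMSO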
PMI act = activators of human phosphomannose isomerase; P34949; purified human PMI, coupled resazurin fluorescence, 20 min; active compounds read high; 1 = vehicle control, 0 substrate-free wells; activation factor at 20 µM; actives 0.005% (n = 190,000); AID 1214;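 active = activation factor of 2 or more at 20 µM, relative to plate controls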
Target sequence (P34949 whole entry, looked up): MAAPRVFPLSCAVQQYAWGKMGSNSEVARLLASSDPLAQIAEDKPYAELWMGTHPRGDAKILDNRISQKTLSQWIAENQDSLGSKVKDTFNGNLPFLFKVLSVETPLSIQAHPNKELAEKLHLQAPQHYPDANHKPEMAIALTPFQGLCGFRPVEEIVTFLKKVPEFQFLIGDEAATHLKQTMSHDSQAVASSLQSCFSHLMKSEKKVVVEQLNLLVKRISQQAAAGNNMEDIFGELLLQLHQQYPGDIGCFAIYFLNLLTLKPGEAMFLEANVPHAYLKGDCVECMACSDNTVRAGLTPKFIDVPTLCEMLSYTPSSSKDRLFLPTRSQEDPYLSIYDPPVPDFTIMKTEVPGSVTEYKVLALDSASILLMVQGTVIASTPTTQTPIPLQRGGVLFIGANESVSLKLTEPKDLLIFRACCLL
TNAP inh hi DEA = TNAP (human) inhibition, high acceptor; purified TNAP, CDP-star luminescence, 1 M DEA; AID 1135; inhibition, % at 20 µM; actives 0.03% (n = 200,000);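 active = over 50% inhibition of tissue-nonspecific alkaline phosphatase at 20 µM in the single-dose screen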;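 note: plate controls were DMSO wells for no effect and EDTA-quenched wells as full inhibition for full effect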
PMI act hi M6P = increases human PMI activity with near-saturating mannose 6-phosphate | P34949 | coupled PMI enzyme assay, resazurin fluorescence, 20 min; active compounds read high; 1 = untreated enzyme, 0 = substrate-free blank | AID 1216 | activation factor at 20 µM | actives 0.34% (n = 190,000);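 active = activation factor of 2 or more at 20 µM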
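Test system: human PMI in coupled enzyme assay; Input: PMI at 15 ng/mL final; Medium: HEPES buffer, pH 7.4; Schedule: 20 min incubation at room temperature; Technique: resorufin fluorescence at Ex 544/Em 590 nm; Compound: 20 µM single dose; Probe or stimulus: Near-saturating mannose-6-phosphate, 1.0 mM.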
L major viab = reduces viability of Leishmania major promastigotes; actives 9% (n = 200,000); resazurin fluorescence viability; AID 1063; inhibition, % at 10 µM; in the data active = inhibition above about 50%;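 note: promastigotes grown with compound for 44 hours at 28 °C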
Redox H2O2 prof = compounds producing H2O2 with reducing agent – biochemical, NIH compound library profiling, artefact control for MLSCN library redox annotation, primary screen. DTT-dependent redox cycling H2O2, phenol red/HRP absorbance; 100% = 100 µM peroxide control, 0% = buffer. activation, % at 10 µM. actives 0.03% (n = 200,000). AID 878;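 active = activation of at least 50% relative to the plate's high and low controls in the primary single-dose screen; inactive = activation below 50%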;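 note: compound incubated with DTT at 0.8 mM final as the reducing agent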
Efa HMGR inh = inhibitors of class II HMG-CoA reductase from Enterococcus faecalis | purified E. faecalis HMGR, NADPH absorbance 340 nm kinetic | inhibition, % at 10 µM | actives 0.41% (n = 190,000) | AID 1066;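 active = inhibition above a set limit, the median over all tested compounds plus 3 SD, cut at about 9.5% in these data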;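 note: enzyme runs in reverse so mevalonate oxidation gives rising NADPH absorbance; 0% = complete reaction with DMSO and 100% = background rate lacking mevalonate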
* = called active by the depositor; . = not tested or not shown.

SMILES	RAM network inh	S1P3 antagonist	TNAP inh noacc	Hsp70 activator	PMI act	TNAP inh hi DEA	PMI act hi M6P	L major viab	Redox H2O2 prof	Efa HMGR inh
CCN(c1ccccc1)S(=O)(=O)c1ccc(OC)c(NC(=O)CN(C)C)c1	1.6	-8.6	-5.9	0.1	1	-4.6	1	16.0	0.4	-4.3
Cc1ccc(CNc2nc3ccccc3n3nnnc23)cc1	3.4	-3.4	-8.0	0.0	1	0.1	1	-7.3	-2.2	-11.1
Cc1csc(SCC(=O)Nc2ccccc2[N+](=O)[O-])n1	-0.4	-15.7	-5.0	0.1	1	5.2	0.8	4.3	-0.3	2.3
Cn1nnc(NC(=O)c2cccc(F)c2)n1	-1.7	-20.6	-9.6	0.2	1	-9.0	0.9	2.1	1.3	-6.1
Nc1nnc(SCC(=O)Nc2ccc(F)c(Cl)c2)n1-c1ccccc1	0.3	-39.4	-4.4	0.0	0.9	-2.5	0.9	-7.0	1.8	-5.9
Cc1c(C(=O)N2CCCCCC2)nnn1-c1nonc1N	0.8	.	-8.5	-0.1	1	-3.6	1.1	17.6	1.7	0.6
CCOC(=O)C1=C(C)NC(C)=C(C(=O)OCC)C1c1cn(-c2ccccc2)nc1-c1ccco1	3.0	.	-2.2	0.2	1	-1.3	1	2.6	0.1	-3.4
C/C(=N/NC(=O)c1cnccn1)c1ccncc1	2.4	-0.1	-5.6	0.3	1.1	-1.5	1	9.4	0.5	-8.2
Cn1c2c(c(=O)n(C)c1=O)CN(Cc1ccco1)CN2	1.1	-13.6	-12.8	-0.6	0.9	-6.9	0.9	-2.6	-8.7	-2.3
O=C(O)COCc1nc2ccccc2[nH]1	1.6	-22.8	11.8	-0.4	1	-5.7	1.1	-8.5	0.9	-0.8
COc1ccc(Nc2ncnc3c2oc2ccccc23)cc1	1.2	18.4	-13.9	-0.3	1	-6.0	0.9	5.8	0.8	-9.3
C=CCN(CC=C)CC(O)Cn1c2ccccc2c2ccccc21 (stereo unspecified)	2.2	.	-8.8	0.2	0.9	-5.0	0.9	26.3	-0.9	-2.2
Cc1c(C#N)c(NC(=O)CCl)n(Cc2ccc(F)cc2)c1C	3.2	-28.3	-10.5	-0.2	1.1	-0.2	1.1	92.3*	-1.7	-5.5
Cc1nn(-c2ccccc2)c(C)c1/C=C/C(=O)OCC(=O)Nc1ncc(Cl)cc1Cl	-0.5	-10.6	-13.1	-0.2	0.8	-4.6	0.8	77.8*	-0.4	-3.7
CC1(C)CC2(CCO1)CNC(=O)O2 (stereo unspecified)	1.7	2.7	-9.3	-0.2	1.1	-2.1	1	-2.9	1.4	0.7
Cc1ccc(NC(=O)Nc2cc(Cl)ccc2C2COC(=O)C2=N)cc1 (stereo unspecified)	2.5	-16.1	-4.2	-0.1	0.9	-4.9	0.8	-1.6	-1.1	-1.7
CCn1c(=S)sc2nc(C)sc21	.	12.5	.	-0.1	.	.	.	-5.6	0.5	.
O=C(c1cccs1)N1CCCC(c2nc(-c3ccc(F)cc3)no2)C1 (stereo unspecified)	2.1	-10.8	-7.9	-0.5	1	-2.2	1	-8.3	0.6	-2.7
CN(CCCNC(=O)c1ccc(/C=N/O)nc1)CCCN(C)Cc1ccccc1	1.7	.	-0.7	0.1	0.9	-3.3	1	-3.5	1.1	0.4
C=CCn1c(Oc2ccc(C(=O)OC)cc2)nc2c1c(=O)n(C)c(=O)n2C	1.1	.	-8.4	-0.2	1	-3.3	1	-4.2	1.3	-1.1
Cc1ccc(S(=O)(=O)N2CCCC(C(=O)NCc3ccco3)C2)cc1Cl (stereo unspecified)	3.1	.	-5.5	-0.1	1	-2.4	1.1	1.2	0.1	12.5*
CCC(=O)Oc1ccc(C/C(=N\O)c2ccc(O)cc2O)o1	-0.8	18.8	-7.0	0.1	0.8	4.1	0.9	10.2	3.3	1.4
CC(C)(C)NC(=O)CN(C(=O)C1CSC(=O)C1)c1ccc2c(c1)OCCO2 (stereo unspecified)	2.6	-17.0	-1.1	-0.3	1	-2.8	1	-5.0	-2.7	1.0
O=C(COC(=O)c1cccs1)Nc1cccc(S(=O)(=O)N2CCOCC2)c1	2.8	1.0	-8.2	-0.3	0.9	-6.3	1	-1.5	0.4	-0.2
COc1ccc(-c2cc(C(=O)OC3CCOC3=O)c3ccccc3n2)cc1OC (stereo unspecified)	0.2	17.0	-17.1	-0.2	1	-7.9	1.1	-3.4	2.0	0.5
CC(C)Oc1ccc(C(=O)Nc2cc(=O)n(C)c(=O)n2C)cc1	1.2	7.3	4.7	-0.3	1.1	-6.2	1.1	-5.3	-0.7	-4.5
CCCN(CCC)CC(O)COc1ccc([N+](=O)[O-])cc1 (stereo unspecified)	-1.1	.	-4.2	-0.1	1	-0.9	0.9	-2.4	0.6	-6.5
COc1ccc(CCN(Cc2cc3ccc(C)cc3n3nnnc23)C(C)=O)cc1OC	0.1	-15.1	-3.8	-0.1	0.9	1.2	0.9	10.3	-1.0	-3.3
COc1cc2cc(Br)cc(Br)c2nc1C	3.1	.	-8.3	-0.2	1	0.0	1	-6.0	0.0	-3.9
CC(=O)n1c2ccccc2c2c1c1ccccc1n2C	3.6	-27.3	-10.4	-0.3	1.1	-4.4	1.1	-1.3	0.5	0.5
Cc1[nH]nc2c1/C(=N/O)CC(c1ccccc1)C2 (stereo unspecified)	0.2	.	10.9	-0.4	1.1	-7.2	1.2	25.6	-3.9	-1.6
O=C1OCCN1/N=C/c1ccc([N+](=O)[O-])o1	0.8	10.5	-6.4	-0.3	1.2	-1.8	1.1	93.3*	-0.7	-10.9
CCN1c2ccccc2NC2N=C(OC)C(c3ccccc3)C21 (stereo unspecified)	1.5	5.1	1.2	0.1	0.6	1.0	0.7	49.2	-9.1	-5.2
O=C(c1ccccc1)N1CCN(S(=O)(=O)c2cccc(NS(=O)(=O)c3ccccc3)c2)CC1	3.6	-0.8	4.2	0.1	1.1	-1.8	1	1.5	0.1	1.3
COc1ccc(CN(CC2CCC(C(=O)O)CC2)C(=S)Nc2cc(C)ccc2C)cc1 (stereo unspecified)	0.9	33.0*	-8.8	0.0	0.9	-6.8	0.9	1.8	-0.1	-0.1
Cc1ccc(S(=O)(=O)N2c3ccccc3OCC2C(C)(C)C)cc1 (stereo unspecified)	5.4	.	-6.3	-0.6	0.9	-3.0	0.9	13.0	0.6	-4.5
CCOc1ccc(CCNC(=O)COC(=O)c2cc(OC)cc(OC)c2)cc1OCC	3.2	-12.7	-7.4	0.0	0.9	-6.6	0.9	0.7	0.2	-2.7
COc1ccc(N2C(=O)CC(N3CCN(C(=O)c4ccco4)CC3)C2=O)cc1 (stereo unspecified)	-1.0	-22.5	-6.3	0.1	.	-4.4	.	-7.5	-0.8	-4.8
Cc1cc2oc(=O)cc(CSc3nc(N)cc(N)n3)c2cc1C	0.9	.	-3.4	0.0	1	-5.6	1	7.9	0.2	-4.1
COc1ccc(C(=O)NC(=S)Nc2ccccc2N2CCCCC2)cc1[N+](=O)[O-]	3.6	-1.1	-11.3	-0.3	0.7	2.5	0.9	98.6*	0.3	-5.6
O=C(NCCNS(=O)(=O)c1ccccc1Cl)c1cc(OCC(F)(F)F)ccc1OCC(F)(F)F	4.0	.	-1.8	-0.2	0.9	-5.8	1	0.1	2.0	-3.6
CCn1c(SCc2nc3scc(-c4ccccc4)c3c(=O)[nH]2)nnc1-c1ccc(Cl)cc1	6.2	-2.9	-18.1	-0.2	1	8.1	1	-7.5	0.5	-1.3
Cc1nn(Cc2ccccc2)c(C)c1/C=N/NC(=O)CNc1cccc(C(F)(F)F)c1	1.7	-1.7	-3.0	-0.1	0.8	-0.8	0.8	9.1	0.3	-10.5
O=C(Nc1ccc(-c2cn3ccsc3n2)cc1)C1COc2ccccc2O1 (stereo unspecified)	1.1	-18.5	-26.2	-0.5	0.9	-8.0	0.9	6.9	2.5	-2.3
O=C(O)c1cc(-c2ccc(O)cc2)nc2ccccc12	1.7	.	-16.7	-0.2	0.9	-2.7	1	-4.1	0.1	-3.5
COC(=O)COc1cccc(NC(=O)c2ccccc2)c1	1.9	-2.6	-7.4	-0.3	0.9	-6.5	0.9	-3.7	-0.1	-1.5
CNC(=O)NC(=O)CSc1cccc(C(F)(F)F)c1	0.4	-4.6	-12.9	-0.1	1	-6.3	1	-6.8	2.5	4.6
COc1ccc(C)cc1NC(=O)c1cnc2n(c1=O)CCS2	2.2	2.1	-5.6	0.3	1	3.8	1.1	47.1	1.5	-12.5
Cc1ccc(C(=O)N/N=C/c2cc(C)n(-c3ccc(Br)cc3)c2C)cc1[N+](=O)[O-]	2.7	.	-6.2	-0.1	1.1	-1.6	1	10.3	-3.0	-3.1
CCCCN1C(=O)C(=O)N(CC(=O)Nc2cc(OCC)c(N3CCOCC3)cc2OCC)C1=O	-0.5	5.5	-16.8	-0.1	1	-3.5	1	0.4	-0.8	-1.7

Entries of single compounds, quoted from the list. Values in the order: RAM network inh, S1P3 antagonist, TNAP inh noacc, Hsp70 activator, PMI act, TNAP inh hi DEA, PMI act hi M6P, L major viab, Redox H2O2 prof, Efa HMGR inh
CCCCN1C(=O)C(=O)N(CC(=O)Nc2cc(OCC)c(N3CCOCC3)cc2OCC)C1=O as listed: -0.5, 5.5, -16.8, -0.1, 1, -3.5, 1, 0.4, -0.8, -1.7
CCn1c(SCc2nc3scc(-c4ccccc4)c3c(=O)[nH]2)nnc1-c1ccc(Cl)cc1 as listed: 6.2, -2.9, -18.1, -0.2, 1, 8.1, 1, -7.5, 0.5, -1.3

The list continues.
SMILES	RAM network inh	S1P3 antagonist	TNAP inh noacc	Hsp70 activator	PMI act	TNAP inh hi DEA	PMI act hi M6P	L major viab	Redox H2O2 prof	Efa HMGR inh
CC1CCCN(C(=O)C2CCCN(S(=O)(=O)c3cccc4nsnc34)C2)C1 (stereo unspecified)	1.8	.	-10.6	0.1	1.1	-3.9	1.1	31.1	0.1	-1.2
Cc1cc(=O)n2nc(-c3ccccc3)sc2n1	1.3	16.4	-10.4	-0.1	0.9	-5.7	0.9	1.6	2.8	0.4
C/C(N)=C(/C#N)C(=O)CSc1nc2cc(Cl)ccc2s1	6.4	32.0	-6.1	0.1	0.9	0.1	1	13.3	-0.8	1.3
Cc1cccc(Nc2nc3c(c(=O)n(C)c(=O)n3C)n2Cc2ccccc2)c1	4.3	47.4	-11.2	-0.4	1	-2.9	1	1.6	2.3	-2.0
COc1ccc(C)cc1NC(=O)CN(Cc1nnc(-c2ccc(Cl)cc2)o1)C1CCCC1	5.5	0.5	-5.9	0.1	0.9	3.5	1	5.3	0.9	1.7
Cc1cnc(C(=O)Nc2ccc(C(=O)N(C)C3CCCCC3)cc2)cn1	.	.	-8.4	.	0.9	-5.0	0.9	.	.	.
CC(=O)c1ccc(NC(=O)c2noc3c2CCCCC3)cc1	1.8	10.6	2.7	-0.4	1	6.1	1	2.1	-2.7	3.9
COc1ccc(N=Cc2c(O)n(-c3cccc(C)n3)c(=O)c3ccccc23)cc1	0.3	-1.9	4.6	-0.3	1	3.4	0.9	10.7	0.1	-1.5

Screens: PubChem, several laboratories
